# STAT1 act: increases IFN-gamma driven STAT1 reporter signal. activation (% of control), % at 5.5 µM. 200,000 compounds, 2.6% hits. NIH 3T3 STAT1-luciferase reporter, luminescence; 100% = IFN-gamma alone, no compound;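 active means activation above the screen-wide mean activation plus 3 SD, cut at about 130% in these data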;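 further: raw ratio to IFN-gamma control signal so 100% means no change and 0% no light; values of inactives mirror those of a sister screen read the other way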
# G6PDH CS: counter-screen for G6PDH assay hits: L. mesenteroides G6PDH inhibition; Purified L. mesenteroides G6PDH, diaphorase/resazurin coupled fluorescence, 45 min; inhibition, % at 5 µM; 200,000 compounds, 0.12% hits; AID 1020; in the data active means inhibition above about 50%
# APP 5'UTR act: activates APP 5'UTR luciferase reporter; activation, % at 2 µM; 190,000 compounds, 1% hits; SH-SY5Y APP 5'UTR luciferase reporter, luminescence; zero percent = DMSO vehicle wells;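 active means activation above a set limit, based on mean plus 3 SD of controls, cut at about 140% in these data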; further: values of inactives mirror those of a sister screen read the other way
# NF-kB expr up: compounds increasing NF-kB expression in human neuronal cells; NF-kB reporter expression; stronger effect = higher value; fold change at 12.5 µM; AID 1239; 190,000 compounds, 1.6% hits; in the data active means fold change above about 3.3
# Diaphorase inh: counter-screen for diaphorase-based assays: diaphorase inhibitors and chemical oxidizers; diaphorase resazurin-to-resorufin fluorescence, NADH, 16 min; bacterial (C. kluyveri) enzyme, not human; AID 1217; inhibition, % at 20 µM; 190,000 compounds, 0.69% hits;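 active means primary screen inhibition at 20 µM above a set limit, cut at about 50% in these data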;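 further: plate controls were DMSO with full reaction for no effect and wells lacking NADH for full effect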
#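 Benchmarks: positive control wells lacking NADH, neutral wells with DMSO only. System: bacterial diaphorase enzyme (C. kluyveri). Input: 0.14 U/mL diaphorase, enzyme working solution. Detection: resorufin fluorescence, excitation 544 nm, emission 590 nm. Times: 16-min room-temperature incubation before reading.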
# TLR4 MyD88 comp: TLR4-MyD88 interaction inhibition in cells; HeLa CL3-4 TLR4/MyD88 BLA complementation, FRET ratio; inhibition, % at 8.4 µM; 200,000 compounds, 0.18% hits; AID 861; in the data active means inhibition above about 25%;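 further: 0% = vehicle and 100% = reference inhibitor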
# Target sequence (O00206 whole entry, looked up): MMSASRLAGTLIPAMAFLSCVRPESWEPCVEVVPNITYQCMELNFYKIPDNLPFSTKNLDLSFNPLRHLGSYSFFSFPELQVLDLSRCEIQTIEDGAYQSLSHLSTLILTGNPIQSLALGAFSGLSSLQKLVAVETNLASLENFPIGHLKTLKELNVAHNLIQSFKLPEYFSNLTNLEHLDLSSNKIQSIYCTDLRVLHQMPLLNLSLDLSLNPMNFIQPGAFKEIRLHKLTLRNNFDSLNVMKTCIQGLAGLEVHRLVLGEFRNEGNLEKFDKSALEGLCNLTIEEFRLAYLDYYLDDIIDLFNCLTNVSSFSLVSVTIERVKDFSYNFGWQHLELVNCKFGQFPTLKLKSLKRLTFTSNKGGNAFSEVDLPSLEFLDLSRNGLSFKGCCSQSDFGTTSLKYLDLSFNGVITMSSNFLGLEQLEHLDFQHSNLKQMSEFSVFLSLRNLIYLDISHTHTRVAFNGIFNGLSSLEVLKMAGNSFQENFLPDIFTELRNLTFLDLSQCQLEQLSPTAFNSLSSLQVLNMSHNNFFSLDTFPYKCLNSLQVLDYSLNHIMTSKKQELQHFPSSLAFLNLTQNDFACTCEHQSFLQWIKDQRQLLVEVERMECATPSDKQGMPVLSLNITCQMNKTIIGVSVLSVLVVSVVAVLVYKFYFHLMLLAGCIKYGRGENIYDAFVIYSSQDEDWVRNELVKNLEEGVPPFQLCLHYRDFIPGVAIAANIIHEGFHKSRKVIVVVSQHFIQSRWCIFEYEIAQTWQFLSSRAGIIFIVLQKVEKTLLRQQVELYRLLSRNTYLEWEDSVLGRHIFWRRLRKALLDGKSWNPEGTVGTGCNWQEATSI
# Target sequence (Q99836 whole entry, looked up): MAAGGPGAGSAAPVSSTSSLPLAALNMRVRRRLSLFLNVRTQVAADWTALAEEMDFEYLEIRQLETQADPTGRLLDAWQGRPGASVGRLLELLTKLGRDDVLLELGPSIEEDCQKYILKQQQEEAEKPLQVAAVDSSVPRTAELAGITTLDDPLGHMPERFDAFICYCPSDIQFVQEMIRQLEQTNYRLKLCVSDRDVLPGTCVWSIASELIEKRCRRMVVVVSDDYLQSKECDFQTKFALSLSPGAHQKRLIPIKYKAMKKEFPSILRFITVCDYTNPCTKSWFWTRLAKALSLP
# Diaphorase act: counter-screen for diaphorase-based assays: diaphorase activators and chemical reducers; Diaphorase/resazurin coupled assay, resorufin fluorescence, 16 min; stronger effect = higher value; 1 = vehicle wells, 0 = NADH-free wells; activation factor at 20 µM; 190,000 compounds, 0.005% hits;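 active means diaphorase activity raised at least twofold by the compound at 20 µM; inactive means activation factor below 2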
#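 test system = bacterial diaphorase enzyme (C. kluyveri) | quantity = enzyme 0.07 U/mL final | reagent = NADH substrate 0.114 mM plus resazurin dye 0.1 mM, final | incubation = 16 min enzyme reaction, ambient temperature | buffer or medium = HEPES pH 7.4 buffer with MgCl2 and Tween 20 | signal = fluorescence of resorufin, 544 nm excitation, 590 nm emission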
# FLuc act counter: firefly luciferase counter-screen for stimulation assays; P08659; ATPlite luciferase biochemical, luminescence, 10 min; 0 = ATP-free wells, 1 = DMSO control; activation factor at 10 µM; 200,000 tested, under 10 active; AID 1027;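 active means luciferase activation factor, scaled between plate controls, of at least 2 with compound at 10 µM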
#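 Material: luciferase plus luciferin reagent, cell-free. Medium: PBS buffer for ATP. Also added: ATP substrate, dispensed from a 10.24 µM working solution in PBS. Doses: test compounds dosed from 2 mM stocks in 100% DMSO. Incubation: 10 min post-reagent at room temperature. Technique: light output (luminescence). Read-out basis: luminescence gain marking luciferase activators.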
# APP transl inh: APP translation inhibition; 190,000 compounds, 0.82% hits; SH-SY5Y APP 5'UTR-luciferase reporter, luminescence; inhibition, % at 2 µM;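 active means inhibition above a set limit, derived from the sample mean plus 3 SD, cut at about 45% in these data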; further: values of inactives mirror those of a sister screen read the other way
# FLuc inh counter: Photinus pyralis luciferase inhibition counter-screen; AID 1006; inhibition, % at 10 µM; P08659; 200,000 compounds, 1.5% hits; ATPLite firefly luciferase biochemical luminescence, 10 min;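 active means inhibition above about 50% when tested at 10 µM, limit read from the data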
# The depositor's hits bear a star; nt = not tested or not shown.
SMILES,STAT1 act,G6PDH CS,APP 5'UTR act,NF-kB expr up,Diaphorase inh,TLR4 MyD88 comp,Diaphorase act,FLuc act counter,APP transl inh,FLuc inh counter
COc1cc(C2Nc3cc(Cl)c(S(N)(=O)=O)cc3S(=O)(=O)N2)cc(OC)c1OC (stereo not drawn),104,-8,-5,1,14,-2,0.9,1.1,5,-6
c1ccc(-c2cnc(CSc3nnc4ccccn34)o2)cc1,137*,1,130,2.5,12,4,0.9,1,-130,-4
CCOC(=O)C(Cc1ccc(NC(=O)/C(=C/c2ccc(OC(C)=O)cc2)NC(C)=O)cc1)N1C(=O)c2ccccc2C1=O (stereo not drawn),98,1,8,0.72,4,3,1,1,-8,-5
Cc1cccc(NC(=S)NNC(=O)c2csc(C)c2)c1,98,3,61,2.6,4,-3,1,0.4,-61,57*
CCOC(=O)N1CCN(C(=O)/C(=C/c2ccc(Br)cc2)NC(=O)c2ccc(OC)cc2)CC1,101,0,20,1.3,15,-8,0.9,1.1,-20,-7
Cc1ccc(C(CCN(Cc2ccccc2)C(=O)c2ccco2)c2ccco2)cc1 (stereo not drawn),102,-2,11,1.1,14,-12,0.9,1,-11,-4
COc1ccc(Cl)cc1NC(=S)N1CCN(c2ccccn2)CC1,103,-2,-2,1,16,4,0.8,1,2,-4
CC1CCCN(CCCOc2ccc(Cl)cc2Br)C1 (stereo not drawn),103,2,19,2,5,-14,1,1,-19,-3
O=C(NCC(=O)N(Cc1ccco1)C(C(=O)NC1CCCCC1)c1cccnc1)c1ccco1 (stereo not drawn),96,4,5,1.1,10,2,0.9,1.1,-5,-6
COc1cccc(C2=CC(c3cccc(OC)c3OC)n3nnnc3N2)c1 (stereo not drawn),90,2,36,1.4,-4,1,1,1,-36,-2
O=C(O)CC(SCC(=O)Nc1ccc(Br)cc1)C(=O)O (stereo not drawn),104,7,-1,0.95,-17,-21,1.2,1,1,1
CC(=O)NC1C(=O)N=C(SCC(=O)NCc2ccccc2)NC1=O (stereo not drawn),100,3,-10,1.1,8,1,0.9,1.1,10,-5
N#CCCn1nnc(-c2ccccc2F)n1,102,-5,-9,1.1,7,15,0.9,1,9,-4
Cc1csc(NC(=O)C2COc3ccccc3O2)n1 (stereo not drawn),160*,3,149*,2.8,19,-18,0.8,0.5,-149,48
Cc1cc(C(=O)COC(=O)c2cccn2C)c(C)n1Cc1ccco1,65,-1,166*,1,6,-8,0.9,0.2,-166,80*
Cc1cccc(-n2c(-c3csc4ccccc34)n[nH]c2=S)c1,91,-4,6,1.1,21,-2,0.8,1,-6,-3
Cc1ccn2c(C(=O)N/N=C\c3cccs3)c(C)nc2c1,116,-4,1,1.2,15,3,0.9,1,-1,0
Cn1c(=O)[nH]c(=O)c2c1nc(CN1CCN(c3ccc(F)cc3)CC1)n2CCc1ccccc1,105,6,-6,1.4,22,-3,0.8,1.1,6,-6
COc1ccc(C/C(O)=C(\C#N)c2nc3ccccc3s2)cc1,100,-3,3,0.99,21,-11,0.8,1,-3,-1
O=C1c2ccccc2C(=O)N1n1cccc1,101,4,-12,1.1,0,-21,1,1.1,12,-6
O=C(CN1CCN(Cc2ccccc2Cl)C1=O)NCC1CCCO1 (stereo not drawn),nt,0,2,1.4,8,nt,0.9,1.1,-2,-11
COc1ccc(-n2cccc2/C=C2\C(=N)N3N=C(c4ccco4)SC3=NC2=O)cc1,103,-2,-3,1.1,74*,1,0.3,1,4,-3
Cc1ccc(/C=N/NC(=O)CNC(=O)c2cccs2)o1,102,3,14,0.99,7,-5,0.9,1,-14,3
CC(=O)Oc1ccc(C(=O)NCCc2ccccc2)cc1,104,-2,127,2.9,6,-8,0.9,0.5,-127,51*
COc1ccc(COc2cc(-c3cccc(OC)c3)nc3ccc(NC(=O)c4ccc(C)cc4)cc23)cc1,110,13,-9,0.49,11,-13,0.9,1.1,8,-11
CCCN1C(=O)CC(C(=O)OC)=C1C,95,9,-3,1.1,18,4,0.8,1.1,3,-9
CCc1ccc(/C=C/C(=O)c2c(C)cc(C)[nH]c2=O)cc1,85,-19,-1,1.3,25,7,0.8,1,1,2
COc1cc2nc(N(C)CCCNC(=O)C3CCCO3)nc(N)c2cc1OC (stereo not drawn),nt,4,nt,nt,6,nt,0.9,1,nt,2
CCCCn1c(=O)[nH]c(=O)c2c1nc(COC(=O)c1c(C)noc1C)n2CCC,98,8,8,0.85,23,10,0.8,1,-8,0
Cc1cccc(C)c1OCCNC(=O)OCc1ccccc1,102,5,5,0.97,6,2,0.9,1,-5,-4
Cc1ccc2nc3c(cc2c1)c(NC(=O)C1CCCO1)nn3CC(C)C (stereo not drawn),92,3,-19,0.92,3,5,1,1,19,-5
Cc1ccccc1N1C(=O)c2cccc3c(N(C)CCO)ccc(c23)C1=O,99,-2,3,0.76,27,-6,0.7,1.1,-3,-6
CC(C)NC(=O)C1CCCN(S(=O)(=O)c2ccc(-n3cnnn3)cc2)C1 (stereo not drawn),102,-1,11,1.2,8,9,0.9,1.1,-11,-5
CC(NC(=O)c1cc2ccccc2o1)c1cccs1 (stereo not drawn),97,8,-16,1,10,1,0.9,1,16,0
O=C(COC(=O)c1ccc(Cl)s1)c1cc2ccccc2o1,98,1,-6,1.1,11,-10,0.9,1,6,-2
O=C(CNC(=O)c1ccccc1)NCC1COc2ccccc2O1 (stereo not drawn),94,-6,4,1,13,1,0.9,1.1,-4,-7
O=C1CC(c2cccc(Br)c2)C2=C(CCCC2=O)N1 (stereo not drawn),92,8,-8,1.1,-4,6,1,1,8,-2
O=c1[nH]nc(SCc2ccccc2)c(=O)[nH]1,103,-18,13,0.93,10,2,0.9,1.1,-13,-8
O=C(O)c1cnc(-c2ccccc2)nc1Sc1ccccc1,104,19,-2,1.1,-3,10,1,1,2,1
CCC(C)(C)n1nnnc1C(c1cc2cc3c(cc2[nH]c1=O)OCO3)N1CCCCC1 (stereo not drawn),97,3,-8,1.3,4,-2,1,1.1,8,-6
O=C(COc1ccc2c(c1)CCC2)N1CCN(c2cccc(C(F)(F)F)c2)CC1,104,7,1,0.92,20,2,0.8,1.1,-1,-9
CCc1ccc(CNC(=O)C2CC(=O)N(CCc3ccc(C)cc3)C2)cc1 (stereo not drawn),104,-4,-51,0.94,8,4,0.9,1,51*,-4
COc1ccc(-c2c(C(C)=O)c(C)nc3sc4c(=O)n(-c5ccc(C)cc5)nnc4c23)cc1,92,2,14,0.5,22,-16,0.8,1,-14,-4
Cc1onc(-c2ccccc2)c1C(=O)Nc1cccnc1,96,8,1,1.1,-5,6,1.1,1,-1,0
CCOC(=O)c1ccc(NC(=O)C(C)N2C(=O)c3ccccc3C2=O)cc1 (stereo not drawn),94,4,3,1.1,9,4,0.9,1.1,-3,-6
COc1ccccc1/C=C/C(=O)OCC(=O)NCc1ccco1,95,-13,6,1.2,5,6,1,1.1,-6,-11
CC(C)Cn1c(=O)c(C(=O)Nc2cnccn2)c(O)c2ccccc21,106,3,0,1.2,6,7,0.9,1,0,-2
Cc1nc2cc(-c3cccs3)nn2c(NCC(C)(C)CN(C)C)c1C,95,22,-8,1.6,26,0,0.7,1,8,-2
CCCCOc1ccc(CC(=O)NCC(=O)O)cc1,93,10,-12,1.1,15,11,0.8,0.9,12,7
COc1ccc(Br)cc1CN1CCCCCCC1,89,9,-5,0.98,20,6,0.8,1.1,5,-8
COC(=O)N/N=C/c1cccnc1,99,3,-21,0.91,10,-5,0.9,1,21,-3
CCCN(CC1CCCO1)C(=O)CCc1nnc(-c2cc(C)on2)o1 (stereo not drawn),106,10,-11,1.8,16,2,0.8,1.1,11,-6
Cc1nc(NC(=O)CCCC(=O)Nc2nc(C)c(C)s2)sc1C,99,-3,-10,1.4,10,1,0.9,1,10,-1
Cc1c(C(=O)N/N=C/c2ccc(N3CCOCC3)cc2)nc2ccccn12,90,-7,-8,1.1,10,-1,0.9,1,8,-2
O=C(NCCOc1ccccc1)C(=O)NCC1CCCO1 (stereo not drawn),96,17,19,1.5,14,-6,0.9,1,-19,-3
CCOC(=O)N1CCC(N2CCCC(CO)(Cc3ccccc3C)C2)CC1 (stereo not drawn),101,12,4,0.97,19,-5,0.8,1.1,-4,-8
O=C(CCN1C(=O)c2ccccc2C1=O)N1CCCCCC1,106,-3,-2,1.1,11,-6,0.9,1,2,-4
CC(C)Sc1oc(-c2ccco2)nc1S(=O)(=O)c1ccccc1,96,3,-11,0.8,28,-8,0.7,1.1,11,-8
COc1ccc(-c2ccc(CCC(=O)O)n2CC(=O)Nc2cccc(OC)c2)cc1,105,5,-10,nt,2,11,1,1,10,-4
Cn1c(=N)n(CC(=O)O)c2ccccc21,95,11,1,0.96,5,3,0.9,1,-1,0

# (next part)
SMILES,STAT1 act,G6PDH CS,APP 5'UTR act,NF-kB expr up,Diaphorase inh,TLR4 MyD88 comp,Diaphorase act,FLuc act counter,APP transl inh,FLuc inh counter
O=C1CC(c2ccc(F)cc2)Cc2nc(NCc3ccco3)ncc21 (stereo not drawn),98,-3,-21,1.1,8,0,0.9,1,21,-2
CCCn1c(NC(=O)C23CC4CC(CC(O)(C4)C2)C3)nc2ccccc21,104,10,-9,0.92,-13,17,1.1,1,9,-2
CCC(C)(C)n1nnnc1CN(Cc1ccco1)Cc1cc2cc3c(cc2[nH]c1=O)OCO3,102,12,14,1.2,30,-2,0.7,1,-14,-2
COc1ccc(-n2nc(C(=O)Nc3ccc(OC)c(OC)c3)c3c4ccccc4n(C)c3c2=O)cc1,91,-4,-3,1.3,24,1,0.8,1.1,2,-6
CCCNC(=O)Nc1ccc(F)c(Cl)c1,106,13,5,1.1,10,-6,0.9,1,-5,-1
CCOc1cc(CN2CCN(C(=O)c3ccco3)CC2)ccc1OC,97,-4,6,1.2,19,3,0.8,1,-6,-4
NC/C(=N\O)c1ccc(Cl)cc1Cl,97,-1,-23,0.88,16,0,0.8,1,23,-4
